Assay outcomes: PubChem, several laboratories
WT yeast gro inh: growth inhibition of WT strain, primary screen, mitochondrial fusion inhibitor project, WT and mutant strains, chemical genetic; AID 1362, 2008; mitochondrial fusion phenotypic screen; inhibition, % at 10 µM; 190,000 tested, 2.1% active; in the data active = inhibition above about 58%; tested in S. cerevisiae
Yfh1-depleted yeast: enhancers of respiration in Yfh1-depleted yeast, dose response, Friedreich's ataxia, plus single-dose screen (AID 1465) | S. cerevisiae Yfh1-off respiration, WST-1 reduction, 72 h; higher fold induction means a stronger effect | fold induction at 50 µM; hits with a dose series show EC50 in µM | 220,000 tested, 0.074% active;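 active = fold induction of absorbance versus untreated yeast above a set limit, then at least 30% activation at any dose in follow-up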;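 note: activators that raise dye reduction in frataxin-depleted yeast; strong numbers were not always called active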
bCat nuc transl: modulators of beta-catenin nuclear translocation, primary screen, imaging, HeLa cells, immunofluorescence, high-content | nuclear translocation activity, % at 5 µM | 190,000 tested, 0.3% active | AID 1665, 2009;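 active = nuclear translocation activity above 50% at 5 µM, with a well cell count of 50 or more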;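 note: per-cell ratio of nuclear to cytoplasmic median beta-catenin stain intensity; plate controls were DMSO negative control for no effect and GSK-3 inhibitor IX positive control for full effect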
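Test system: human HeLa cells, native beta-catenin. Compound dosing: 5 µM primary single dose, 0.1% DMSO, 0.02–20 µM confirmation series. Incubation: compound exposure 24 h at 37°C. Detection: beta-catenin immunostaining with DAPI counterstain, 20x imaging, 6 fields/well. Read-out basis: Nuclear/cytoplasmic beta-catenin signal ratio, % activation.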
human PMI inhibition: inhibitors of human PMI, primary screen, biochemical, fluorescence intensity, coupled assay (AID 1209) | purified PMI enzyme, coupled fluorescence intensity; higher % means a stronger effect | Mannose-6-phosphate isomerase (Homo sapiens) | 190,000 tested, 0.42% active | inhibition, % at 20 µM; hits with a dose series show IC50 in µM;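 note: plate controls were DMSO vehicle for no effect and wells lacking substrate for full effect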
Dynein cargo inh: inhibitors of GR-EGFP nuclear translocation, primary screen, dynein cargo transport inhibitor project, imaging, high-content, 3617.4 mouse cells | test concentration mostly 20 µM; stimulated with dexamethasone, 1 µM; hits give low values | z-score, hits read low | 220,000 tested, 0.47% active | AID 1381, 2008;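 active = plate z-score of nuclear minus cytoplasmic receptor signal below a set negative limit, without overly bright fluorescence or cell loss, cut at about -3.5 in these data, passing the limit was not always enough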;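 note: z-score of nuclear minus cytoplasmic ring GR-EGFP intensity difference per well; some compounds called inactive have numbers as strong as hits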
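medium = tetracycline-free induction medium containing charcoal-stripped FBS | probe or stimulus = dexamethasone, 1.0 µM final | timing = 48 h induction, then 1 h compound, then 30 min agonist, 37 °C | detection = automated 10x imaging of fixed Hoechst-stained cells | read-out basis = nuclear versus cytoplasmic GR-EGFP signal, averaged per well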
human PMI inhibitors: human PMI inhibitors, high substrate, primary screen, biochemical, fluorescence intensity, high mannose 6-phosphate (AID 1220); Mannose-6-phosphate isomerase (Homo sapiens); 190,000 tested, 0.66% active; inhibition, % at 20 µM, or IC50 in µM where a hit was titrated; recombinant PMI enzyme, coupled fluorescence intensity; higher % means a stronger effect
MT stabilizer: microtubule stabilizers in HeLa cells, primary screen, imaging, high-content imaging | HeLa tubulin immunostaining HCS, 24 h; share of cells brighter than vehicle mean+2SD | 200,000 tested, 0.83% active | % tubulin-high responders, % at 10 µM | AID 2205, 2009;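 active = plate Z-score above 3 for both tubulin-high and condensed-nucleus cell shares, with cell loss under 80%, at 10 µM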;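 note: anti alpha tubulin signal scored within the nucleus-defined area of each cell; some results filed as inactive read as strong as hits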
Ins promoter up: insulin promoter activators in MIN6 cells, imaging, high-content screening, mouse beta cells; MIN6 insulin promoter-GFP reporter; hits give high values; z-score at 5 µM; 190,000 tested, 0.3% active;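 active = z-score above 3 at 5 µM with at least 500 cells counted in the well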
Autophagy HCS: autophagy modulators in MEF cells, primary screen, imaging, high-content, MEF GFP-LC3; MEF GFP-LC3 puncta imaging; test concentration mostly 10 µM; 190,000 tested, 0.98% active; calls only at 10 µM (by protocol);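 active = percentage of spot-positive cells more than 3 SD above its plate mean, without a fluorescence outlier flag or 80% toxicity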;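 note: spot-positive cell cutoff set from DMSO-treated cells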
WT yeast gro inh mutant strain: second read-out of WT yeast gro inh, no call of its own (marks repeat the call); inhibition, %; mitochondrial fusion phenotypic screen, mutant strain inhibition
Dynein cargo inh cytoplasmic EGFP: recorded beside Dynein cargo inh, whose call it bears; z-score; measured here: cytoplasmic GR-EGFP intensity; hits give high values
Dynein cargo inh nuclear GR-EGFP: further read-out of Dynein cargo inh, marked with its call; z-score; measured here: nuclear GR-EGFP intensity;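 lower value marks the stronger effect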
Dynein cargo inh cell count: also measured in Dynein cargo inh; calls as there; z-score; measured here: cell count per field
Ins promoter up cell count: recorded beside Ins promoter up, whose call it bears; cell count; measured here: cytotoxicity, nuclei count;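 total cells summed across four imaged fields per well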
bCat nuc transl cell count 5 µM: also measured in bCat nuc transl; calls as there; cell count; measured here: cell count, cytotoxicity flag
MT stabilizer Hoechst-high %: second read-out of MT stabilizer, no call of its own (marks repeat the call); % Hoechst-high responders; measured here: nuclear condensation Hoechst responders;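 share of cells brighter than vehicle mean plus two SD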
MT stabilizer cytotoxicity %: second read-out of MT stabilizer, no call of its own (marks repeat the call); toxicity, %; measured here: cytotoxicity by cell density;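 0% = mean cell density of plate MIN control wells and 100% = no cells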
Autophagy HCS cell loss 18 h: also measured in Autophagy HCS; calls as there; toxicity, %; measured here: cell loss, nuclei count;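 cell loss after 18 h compound exposure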
An asterisk follows results filed as active; i = inactive; x = not tested or not shown. Cut-off read from the data, not from the text of the source, unless noted: active = inhibition above about 50%; inactive = the rest.

SMILES | WT yeast gro inh | WT yeast gro inh mutant strain | Yfh1-depleted yeast | bCat nuc transl | bCat nuc transl cell count 5 µM | human PMI inhibition | Dynein cargo inh | Dynein cargo inh cytoplasmic EGFP | Dynein cargo inh nuclear GR-EGFP | Dynein cargo inh cell count | human PMI inhibitors | MT stabilizer | MT stabilizer Hoechst-high % | MT stabilizer cytotoxicity % | Ins promoter up | Ins promoter up cell count | Autophagy HCS | Autophagy HCS cell loss 18 h
CC1Cc2ccccc2N1S(=O)(=O)c1cccc(C(=O)NCCCO)c1 (stereo unspecified) | -12 | -9 | i | -1.2 | 783 | 2% | -0.72 | -0.12 | -0.19 | 0.81 | -5% | 1.7 | 1.5 | 7.6 | 0.01 | 1159 | i | 55
CCc1nc2ccccc2c(C(=O)OC2CCCCC2=O)c1C (stereo unspecified) | 12 | -6 | i | -0.1 | 1037 | -8% | -0.43 | -0.17 | -0.82 | -0.12 | 2% | 4.5 | 3.5 | 2.7 | 0.31 | 1384 | i | 5
CCc1ccc(/C=C(\C)C(=O)c2c(C)cc(C)[nH]c2=O)cc1 | 1 | -2 | i | -0.5 | 1093 | 0% | 1.1 | -0.23 | 0.57 | -0.93 | -1% | 3.4 | 2.1 | 9.7 | x | x | i | 17
N#Cc1c(-c2ccco2)cc(-c2ccc(F)cc2)nc1N | -6 | 0 | i | -4.2 | 1135 | 8% | -1.6 | -0.092 | -0.74 | 1.5 | -14% | 3.2 | 4.0 | 12 | -1.2 | 847 | i | 4
CC(=O)Nc1ccc2c(c1)CCC2=O | 1 | -12 | i | 0.0 | 1061 | 4% | -0.24 | -0.24 | -0.023 | 1.2 | 5% | 2.5 | 1.9 | 3.0 | -0.55 | 1843 | i | -2
CCOC(=O)c1c(C)nc2c(c1-c1cc(OC)c(OC)c(OC)c1)C(=O)c1ccccc1-2 | -1 | -7 | i | -1.2 | 1076 | 1% | 0.47 | -0.31 | 0.26 | 0.17 | -2% | 2.3 | 2.0 | 3.1 | -0.65 | 915 | i | 2
CN(c1cccc(NC(=O)c2ccc(C(C)(C)C)cc2)c1)S(C)(=O)=O | 23 | 13 | i | -1.3 | 1006 | 4% | -0.16 | -0.25 | -0.27 | 0.47 | 2% | 4.0 | 2.5 | 4.6 | -0.11 | 1524 | i | 10
O=C(CN1C(=O)NC2(CCCCCC2)C1=O)N1CCN(S(=O)(=O)c2ccccc2)CC1 | -8 | -7 | i | -0.7 | 1035 | -15% | -0.89 | -0.25 | -0.55 | 0.91 | -16% | 2.1 | 1.6 | 6.8 | 0.36 | 1285 | i | -3
N#Cc1cc2c(nc1SCC(=O)N1CCCCC1)CCCCC2 | 9 | 21 | i | -3.0 | 1214 | -41% | 0.011 | -0.24 | 0.32 | -0.57 | -52% | 1.6 | 1.9 | 6.1 | 0.01 | 1063 | i | 1
CCOC(=O)N1CCN(c2nc3ccccc3nc2C(C#N)C(=O)NCCc2ccccc2)CC1 (stereo unspecified) | 19 | -18 | i | x | x | 5% | -0.9 | 1.7 | -0.23 | 1.1 | 5% | 1.4 | 1.2 | 6.5 | x | x | i | 36
Cc1ccc(C(=O)NCCc2nnc(SCC(=O)Nc3nc(-c4ccccc4)cs3)n2C)cc1 | -5 | 2 | i | 9.4 | 439 | -4% | -0.057 | 2.1 | 0.72 | 0.14 | -6% | 2.7 | 2.1 | 8.8 | x | x | i | -3
CCOc1ccc(Oc2c(/C=N/NC(=O)C3CC3)c(C)nn2-c2ccccc2)cc1 | 6 | 11 | i | -0.7 | 1042 | -4% | 0.88 | -0.2 | 0.63 | -1.3 | -6% | 4.7 | 1.7 | 8.4 | -0.41 | 1517 | i | 1
CCN(C(=O)CSc1nc2ccccc2n1CCc1ccccc1)C1CCS(=O)(=O)C1 (stereo unspecified) | 2 | 2 | i | -7.1 | 1098 | -10% | 0.21 | -0.25 | 0.11 | 1.4 | -27% | 3.5 | 2.1 | 7.1 | 0.15 | 877 | i | 7
Cc1oc(-c2ccc(-c3ccccc3)cc2)nc1CN1CCN(CC(=O)N(C)C)CC1 | 1 | 1 | i | 3.1 | 928 | 11% | -0.35 | -0.27 | 0.019 | 0.35 | 9% | 1.0 | 1.4 | 6.5 | -0.15 | 1634 | i | -12
CCCC(C)C(=O)Nc1ccc(NC(C)=O)cc1 (stereo unspecified) | 1 | -23 | i | x | x | 8% | -0.61 | -0.19 | -0.21 | 0.99 | 4% | 1.7 | 1.4 | 2.8 | x | x | i | -8
CCn1c(=O)cc(SCC(=O)N2CCN(c3ccccn3)CC2)c2ccccc21 | -2 | 19 | x | x | x | 1% | 0.27 | -0.15 | 0.82 | 0.63 | -1% | 4.7 | 1.8 | 7.3 | 0.42 | 1288 | i | -3
CCCc1cc2c(cc1NC(=O)c1ccccc1C)OCO2 | 4 | -1 | i | 2.6 | 1341 | 8% | -0.087 | -0.2 | 0.48 | -1 | 10% | 2.9 | 2.2 | 5.9 | -0.1 | 1395 | i | 6
COC(=O)C1C(=O)/C(=C/N(C)C)C(=O)CC1(C)C (stereo unspecified) | -12 | 5 | i | -1.4 | 1110 | -11% | -0.23 | -0.34 | -0.12 | 0.72 | -7% | 3.9 | 1.5 | 6.2 | 1.3 | 1310 | i | -2
O=C1CCC(C(=O)OCC(=O)c2c[nH]c3ccccc23)=NN1 | -11 | -9 | i | -1.9 | 1074 | 4% | -1 | -0.28 | -0.79 | 1.2 | 5% | 4.5 | 3.9 | 10 | -0.08 | 1596 | i | -9
CCOC(=O)CN1C(=O)N[C@@H](c2ccc(Br)cc2)C(C(C)=O)=C1C | -7 | -11 | i | x | x | -3% | 0.85 | 0.29 | 0.78 | -1.3 | -1% | 2.8 | 2.2 | 8.6 | 0.65 | 1209 | i | -57
COc1ccc(OC)c(N(CC(=O)Nc2cccnc2)S(=O)(=O)c2ccccc2)c1 | 3 | 15 | i | x | x | 0% | -0.89 | -0.28 | -0.36 | 1 | -5% | 1.7 | 2.0 | 6.5 | 0.96 | 899 | i | -6
Cc1csc(NC(=O)Cc2c[nH]c3ccccc23)n1 | -10 | 1 | i | -1.0 | 1448 | 9% | -0.8 | -0.39 | -0.21 | 0.25 | 9% | 1.8 | 1.6 | 2.1 | 0.53 | 1450 | i | -4
O=C(Cn1cc([N+](=O)[O-])cn1)N1CCCc2ccccc21 | -4 | 22 | i | -0.9 | 1156 | -8% | -0.098 | -0.33 | -0.084 | -0.14 | -5% | 2.8 | 2.2 | 12 | -1.2 | 1225 | i | 2
Cc1cc(NC(=O)CCC(=O)N(CC(=O)NCC2CCCO2)Cc2ccc(F)cc2)no1 (stereo unspecified) | -19 | -9 | i | -3.1 | 1203 | -4% | -0.033 | -0.24 | 0.38 | -0.64 | -6% | 3.4 | 1.9 | 2.4 | -0.03 | 1238 | i | 5
CC1(C)CC(=O)C2=C(C1)OC(N)=C(C#N)C2c1ccsc1 (stereo unspecified) | -15 | -43 | i | -1.1 | 1094 | 2% | 0.45 | -0.22 | 0.58 | 0.41 | 3% | 3.4 | 2.5 | 11 | 0.02 | 1846 | i | 10
C/C(N)=C(/C#N)C(=O)CSc1nnc(Nc2ccccc2C)s1 | -9 | -5 | i | -0.3 | 751 | 3% | 3.2 | -0.17 | 1.7 | -1.3 | 5% | 2.9 | 0.8 | 3.2 | 1.7 | 1240 | i | -1
CCn1c(SCC(=O)Nc2ccc3c(c2)OCCO3)nnc1-c1ccccn1 | -14 | 2 | i | -2.4 | 1018 | 1% | 0.69 | -0.22 | 0.66 | -0.55 | 7% | 1.9 | 1.2 | 2.3 | x | x | i | 4
CCOc1cc(CNc2ccccc2)cc(Br)c1OCc1ccc(F)cc1 | -30 | -7 | i | -6.0 | 1239 | -2% | -0.36 | 0.069 | 0.17 | 0.41 | -4% | 1.8 | 1.8 | 9.6 | 0.05 | 781 | i | 36
COc1ccc(C(=O)CN2CC(C)SC2=Nc2ccc(Cl)cc2)cc1 (stereo unspecified) | 4 | -6 | i | -1.2 | 1100 | 13% | 0.23 | -0.23 | -0.051 | 0.39 | 10% | 3.9 | 2.3 | 4.3 | -0.92 | 1444 | i | -8
O=C(NC1=NCCS1)c1ccc(Cl)c(S(=O)(=O)N2CCCCCC2)c1 | 47 | 39 | i | -1.9 | 1084 | -6% | 1.4 | -0.045 | 2.1 | -1.5 | 6% | 4.8 | 1.9 | 21 | 0.1 | 1327 | i | -5
